Screening data: PubChem BioAssay, several laboratories
ABHD5 PLIN5 PPI – blocks binding of human ABHD5 to perilipin-5. Split G. princeps luciferase complementation, luminescence, 4 h. inhibition, % at 4 µM. 360,000 compounds, 0.78% hits;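 active = inhibition above the mean inhibition across every tested compound plus 3 SD, cut at about 22% in these data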;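 also: 0% = DMSO only wells and the 100% control is not disclosed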
NOD2 RIPK2 PPI – NOD2-RIPK2 protein interaction inhibition; CHO BLA complementation NOD2-RIPK2, CCF4 ratio; inhibition, % at 4.98 µM; 360,000 compounds, 0.38% hits; AID 624267; O43353; in the data active = inhibition above about 21%;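 also: 0% = vehicle only and 100% = reference blocker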
ABCB6 inh MLPCN – human ABCB6 transporter inhibition; K562-ABCB6 porphyrin accumulation, flow cytometry, 1 h; active compounds read low; fluorescence ratio to DMSO, % at 10 µM; 360,000 compounds, 0.19% hits;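 active = fluorescence ratio to DMSO below 75%, the collection mean minus 3 SD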;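 also: signal is porphyrin accumulated inside mitochondria; 100% equals median channel fluorescence of DMSO control wells; lower ratio means ABCB6 inhibition with less porphyrin fluorescence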
SRC2 inh – human SRC2 (NCOA2) inhibition | AID 651957 | 370,000 compounds, 0.17% hits | inhibition, % at 9 µM | HEK293 GAL4-SRC2 luciferase reporter, luminescence;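 active = inhibition above the mean inhibition of all tested compounds plus 3 SD, set per campaign, cut at about 52% in these data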;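 also: 0% = DMSO treated cells and 100% = cells given Gossypol at 36 µM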
Target sequence (Q15596 whole entry, looked up, the tested form may be a part): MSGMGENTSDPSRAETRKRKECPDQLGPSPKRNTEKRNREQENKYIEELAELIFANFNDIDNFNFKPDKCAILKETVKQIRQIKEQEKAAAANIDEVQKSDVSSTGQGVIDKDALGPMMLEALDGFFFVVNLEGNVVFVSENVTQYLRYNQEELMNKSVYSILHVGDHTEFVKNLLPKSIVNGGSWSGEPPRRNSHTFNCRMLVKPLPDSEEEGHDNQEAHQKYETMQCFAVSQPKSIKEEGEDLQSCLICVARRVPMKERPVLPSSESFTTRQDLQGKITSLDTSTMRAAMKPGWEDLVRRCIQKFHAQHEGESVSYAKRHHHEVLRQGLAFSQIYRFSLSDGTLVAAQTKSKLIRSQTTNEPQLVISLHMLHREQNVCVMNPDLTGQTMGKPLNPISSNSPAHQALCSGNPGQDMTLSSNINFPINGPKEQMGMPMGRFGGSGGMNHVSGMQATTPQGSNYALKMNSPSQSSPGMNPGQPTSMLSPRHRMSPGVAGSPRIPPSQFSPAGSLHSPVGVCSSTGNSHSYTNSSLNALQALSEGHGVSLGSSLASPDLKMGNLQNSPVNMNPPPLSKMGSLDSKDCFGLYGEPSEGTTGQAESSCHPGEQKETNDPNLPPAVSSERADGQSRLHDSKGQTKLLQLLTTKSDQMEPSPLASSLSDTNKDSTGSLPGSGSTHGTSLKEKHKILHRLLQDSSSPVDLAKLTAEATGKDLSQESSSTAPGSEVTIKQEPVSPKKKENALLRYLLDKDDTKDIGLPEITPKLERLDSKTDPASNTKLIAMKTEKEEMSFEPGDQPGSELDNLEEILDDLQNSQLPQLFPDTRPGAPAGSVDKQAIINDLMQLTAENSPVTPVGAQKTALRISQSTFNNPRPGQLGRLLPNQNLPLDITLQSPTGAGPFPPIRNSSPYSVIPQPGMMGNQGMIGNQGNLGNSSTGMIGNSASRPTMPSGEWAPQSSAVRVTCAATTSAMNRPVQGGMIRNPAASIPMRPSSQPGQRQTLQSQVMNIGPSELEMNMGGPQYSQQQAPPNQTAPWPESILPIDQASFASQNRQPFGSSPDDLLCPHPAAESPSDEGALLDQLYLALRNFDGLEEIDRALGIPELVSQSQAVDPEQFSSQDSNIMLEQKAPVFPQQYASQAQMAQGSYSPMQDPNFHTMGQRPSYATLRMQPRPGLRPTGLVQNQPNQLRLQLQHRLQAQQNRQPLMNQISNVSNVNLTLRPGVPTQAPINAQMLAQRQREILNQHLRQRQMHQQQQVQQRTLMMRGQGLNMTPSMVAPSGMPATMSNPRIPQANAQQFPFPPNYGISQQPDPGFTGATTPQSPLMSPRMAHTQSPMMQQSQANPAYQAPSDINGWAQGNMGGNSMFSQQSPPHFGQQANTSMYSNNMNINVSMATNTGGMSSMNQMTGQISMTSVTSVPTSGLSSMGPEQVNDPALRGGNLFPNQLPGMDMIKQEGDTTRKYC
MC4R barr agon – agonists of human melanocortin 4 receptor (MC4R) beta-arrestin; activation, % at 8.9 µM; U2OS MC4R beta-arrestin complementation, luminescence; percent of melanotan II response, DMSO zero; P32245; 360,000 compounds, 0.98% hits;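 active = activation above a per-plate cutoff, the mean activation of sample wells on that plate plus 3 SD, cut at about 8% in these data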
Glyco luc inh – blocks N-linked glycosylation in D54 reporter cells; D54 ERlucT glycosylation luciferase reporter, 24 h; percent of 100 nM tunicamycin response; reporter increase, % at 12.5 µM; 360,000 compounds, 0.23% hits;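 active = mean luciferase reporter signal, scaled so untreated is 0 and the glycosylation-blocking control 100, at or above a set limit in every replicate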;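 also: luciferase carries N-glycosylation sites so blocking glycosylation raises the light; 0% = median of neutral control wells and 100% = median of 100 nM tunicamycin wells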
MC4R antag cAMP – antagonists of human melanocortin 4 receptor (MC4R); MC4R-expressing cells, MTII-stimulated cAMP, LANCE TR-FRET; inhibition, % at 6.5 µM; 360,000 compounds, 0.48% hits; AID 540295; P32245;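 active = inhibition above its plate's cutoff, the mean of tested wells on that plate plus 3 SD, cut at about 29% in these data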;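 also: 0% = Melanotan II alone and 100% = Melanotan II plus saturating MCL0020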
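Material: human MC4R-expressing U2OS cells. Probe or stimulus: Melanotan II challenge. Dosing: 6.5 µM single dose. Times: 30-min compound, 1-h challenge, 1-h detection, room temperature. Technique: TR-FRET with Eu-cAMP and labeled anti-cAMP, 671 nm. Replication: singlicate.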
TLR9-MyD88 block – blocks human TLR9 binding to MyD88. Q9NR96+Q99836. CHO BLA complementation TLR9-MyD88, CCF4 FRET ratio. inhibition, % at 4.98 µM. 340,000 compounds, 0.21% hits;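 active = inhibition above the mean over all tested compounds plus 3 SD, cut at about 21% in these data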;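 also: 0% = DMSO only wells and 100% = clavulanate BLA inhibitor control wells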
m5-HT2A agonist – agonists of mouse serotonin 5-HT2A receptor (HTR2A) | CHO-K1 mHTR2A beta-arrestin complementation, luminescence; percent of 30 µM serotonin response | AID 624169 | activation, % at 7.6 µM | 360,000 compounds, 0.66% hits;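 active = activation above a run cutoff, the mean activation of all tested compounds plus 3 SD, cut at about 14% in these data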;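 also: 0% = plate median of compound wells and 100% = 30 µM serotonin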
Cardio protect – modulators protecting cardiomyocytes from myocardial damage; H9c2 cardiomyocytes, H2O2 injury protection, ATPLite, 2 h; protection from H2O2 cell death, % at 20 µM; 360,000 compounds, 0.63% hits;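 active = compounds giving at least 50% protection of heart cells from peroxide-induced death in the single-dose screen, raw or plate-pattern-corrected value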;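 also: 0% = DMSO wells with peroxide and 100% = DMSO wells without peroxide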
* = called active by the depositor; nt = no result given.

SMILES	ABHD5 PLIN5 PPI	NOD2 RIPK2 PPI	ABCB6 inh MLPCN	SRC2 inh	MC4R barr agon	Glyco luc inh	MC4R antag cAMP	TLR9-MyD88 block	m5-HT2A agonist	Cardio protect
COc1ccc(CN2[C@@H](CC(=O)O)c3cc(C(F)(F)F)ccc3S2(=O)=O)cc1	2	9	100	-28	-0.2	-1	8	-8	0	1
Cc1ccc(OCC(=O)Nc2ccc3c(c2)nc(CCN2CCN(c4ccccn4)CC2)n3C)cc1	7	13	95	-6	1.1	-8	7	-1	-1	3
Cc1cccc(CCNC(=O)CNS(=O)(=O)c2ccc3nc(C)sc3c2)c1	-5	5	101	5	-2.2	-1	2	8	-6	1
COc1cccc(C2C(C#N)=C(N)Oc3c2oc(CO)cc3=O)c1OC (centres undefined)	-5	5	97	-32	-1.3	1	4	3	3	-6
Cc1cc(C)cc(NC(=O)CSc2nnc(NC(=O)C3CC3)s2)c1	-10	-10	100	-23	0.5	1	-1	-3	3	-3
CN1CCN(c2nc3c(c(=O)[nH]c(=O)n3C)n2CCOc2ccccc2)CC1	1	-5	95	-10	-0.9	0	-11	-1	-1	18
Cc1ccccc1OCCC(=O)Nc1ccc(Cl)cc1F	-8	-4	99	-15	-0.5	-1	-1	1	-1	0
CCCCn1c(-c2ccccc2C)nc2cc3[nH]c(=O)c(C(C)C)nc3cc21	-3	8	99	-40	2.9	0	4	2	7	29
Cc1cc(C)nc(SCC(=O)OCC(=O)N(C)c2c(N)n(Cc3ccccc3)c(=O)[nH]c2=O)n1	-4	-3	95	2	0.0	-3	-1	5	1	-3
O=[N+]([O-])c1ccc(NC(=S)N2CCN(c3ccccc3)CC2)cc1	-5	-7	83	-5	-3.7	2	0	-15	0	-16
CCCC(C)C1c2c(c(C)c(C)oc2=O)Oc2c(C)c(C)oc(=O)c21 (centres undefined)	1	-1	98	-27	-1.8	-4	6	1	-1	26
COC(=O)CSc1nnc(CNc2ccc(OC)cc2)n1C	2	6	98	11	0.0	0	4	8	2	4
Cc1ccc(-c2csc3ncnc(NCCN4CCOCC4)c23)cc1	1	3	96	28	-1.4	-10	2	8	-2	4
Cc1cc(S(=O)(=O)N2CCCCC2CCNC(=O)C(=O)NC2CC2)ccc1F (centres undefined)	0	-6	93	-28	-1.1	-2	1	0	3	2
CC(=O)NCCC(=O)Nc1cc(S(=O)(=O)N2CCOCC2)ccc1N1CCCC1	-5	4	99	-16	-4.4	1	-5	-8	-3	4
COc1ccc(-n2ccn(CC(=O)Nc3ccccc3OC)c(=O)c2=O)cc1	-2	-7	100	8	0.4	0	-1	-2	2	3
Cc1cccc(/C=N/n2c(COc3ccccc3)n[nH]c2=S)c1	-6	-14	116	4	2.2	4	17	-11	10	-7
OC(COc1ccc(Cl)cc1Cl)CN1CCc2ccccc2C1 (centres undefined)	-8	3	97	-6	2.2	1	0	1	-5	-4
Cc1cc(N2CCOCC2)nc2ccc(NC(=O)C3CCCCC3)cc12	-1	-6	95	-15	-1.2	-1	7	nt	2	17
COc1ccccc1/C=C/C1=NC(=C\C=C/c2ccccc2)/C(=O)O1	2	0	103	17	-1.1	0	0	3	1	4
O=C(Nc1ccc(N2CCN(C(=O)c3ccco3)CC2)cc1)c1cccs1	3	-6	93	10	1.3	-3	-3	-5	-3	8
COc1cccc(CNc2ncnc3cc(Cl)ccc23)c1	-4	-2	97	6	1.4	-1	3	-8	-1	-22
O=C(CSc1ncn[nH]1)Nc1ccc(S(=O)(=O)Nc2ncccn2)cc1	-2	6	92	12	-0.8	2	11	-7	-1	4
C#Cc1ccc([C@H]2C=C(C(=O)N3CCN(Cc4ccccc4)CC3)O[C@@H](OCc3ccc(CO)cc3)C2)cc1	11	5	97	24	-1.4	1	6	-7	0	20
Cc1ccc(NC(=O)c2cc(C)nc3ccccc23)c(C)c1	-1	6	98	-32	-0.2	-1	-5	-3	2	4
CC1=C2C3OC(=O)C(C)[C@@H]3CC[C@](C)(O)C2C2C3C4C5(C12)[C@H]1OC(=O)[C@@H](C)C1CC[C@]4(C)O[C@]5(C)[C@@H]3O (some centres undefined)	-4	-5	101	11	0.8	1	22	-5	4	0
CN(C)S(=O)(=O)c1cc(NC(=O)CN2C(=O)NC3(CCCc4ccccc43)C2=O)ccc1Cl (centres undefined)	0	0	104	10	-2.7	5	16	-2	4	-6
CCOc1ccccc1NC(=O)CCC(=O)Nc1ccc2nc(N3CCN(C)CC3)cc(C)c2c1	6	-2	95	1	0.1	-1	7	-10	-9	-4
CCCCn1c(N)c(N(CCOC)C(=O)c2ccc(Br)o2)c(=O)[nH]c1=O	2	6	102	17	-2.2	1	5	1	3	2
Cc1cc(C)cc(N(C(=O)c2snc(C(N)=O)c2N)C(C(=O)NCC2CCCO2)c2cccs2)c1 (centres undefined)	2	-2	102	-15	-1.1	-4	4	nt	-1	7
Nc1ccc(C(=O)N/N=C/c2ccccc2)cc1	-3	4	93	-87	-1.6	0	7	1	-4	-8
c1ccc(CNCCC(Cc2ccccc2)c2ccco2)cc1 (centres undefined)	-3	-2	100	22	-1.3	1	11	-8	-8	-7
Cc1cc(NC(=O)CCC(=O)N(Cc2ccco2)C(C(=O)NC2CCCC2)c2ccccc2C)no1 (centres undefined)	-2	6	90	-2	2.4	-2	3	-5	8	23
Cn1c(=O)c(C(=O)NC2CCCCCCC2)c(O)c2ccccc21	-3	-5	99	8	-0.5	0	-6	-8	2	17
COc1ccc(/C=C2\OC(=S)N(C)C2=O)cc1	-14	-7	99	-8	-0.8	5	-7	0	-3	-2
C#CCN1C=C(C(=O)OCC)C(C)N(Cc2ccccc2I)S1(=O)=O (centres undefined)	-9	13	96	10	-2.9	10	-2	3	0	-12
COc1ccccc1NC(=O)CSc1nc2ccccc2c(=O)n1C	-8	3	107	-3	2.5	-4	8	3	3	-13
COC(=O)[C@H](Cc1ccc(O)cc1)NC(=O)Cn1cnc2c(SC)nc(N)nc21	-4	-4	99	-33	-0.3	0	0	-1	2	8
CCS(=O)(=O)Nc1c(C)n(C)n(-c2ccccc2)c1=O	-3	-17	101	8	-1.7	3	5	-2	0	0
CCn1c(SCC(=O)N(C)c2c(N)n(Cc3ccccc3)c(=O)[nH]c2=O)nc2ccccc21	0	-8	96	-14	-2.6	1	10	1	-1	5
COc1ccc(/C(C)=N/Nc2ccc(C(=O)O)cc2)cc1OC	-1	-2	97	-106	-0.8	-6	-13	-2	7	3
CCCCNC(=S)Nc1ccc(-c2nc3ccc(C)cc3s2)cc1	-4	23*	101	-103	0.6	-10	3	-9	-1	-16
O=C(CC[C@H]1O[C@@H](n2ccc(=O)[nH]c2=O)[C@H](O)[C@@H]1O)N[C@H](Cc1ccccc1)C(=O)NCC1CCCO1 (some centres undefined)	-5	0	99	-12	nt	-3	nt	nt	2	4
Cc1ccc(NC(=O)CN2C(=O)N/C(=C/c3ccccc3OCc3cccc(C(=O)O)c3)C2=O)cc1	-1	-9	101	-18	-1.8	2	0	10	0	6
CC(=O)C12CC(C)=C(C)CC1CC1C3CCC4=CC(=O)CCC4(C)C3CCC12C (centres undefined)	1	-1	99	-12	0.3	-8	1	nt	2	17
CN(Cc1cccc(C(F)(F)F)c1)Cc1nc(-c2cnccn2)no1	3	-9	88	13	0.8	-1	1	-6	3	-6
Nc1nc(NCCc2ccccc2)nc(NCCO)c1[N+](=O)[O-]	2	-1	89	-6	-0.8	14	18	8	5	10
CCC(=O)N(Cc1cc2cc(OC)ccc2[nH]c1=O)c1cccc(C)c1	0	1	90	-3	-1.2	0	7	4	6	0
c1ccc(Cn2c(SCc3nc4ccccc4s3)nnc2-c2ccco2)cc1	11	-7	105	-30	0.4	-1	-2	-11	1	1
NC1=NC2(CCCCC2)N(c2cccc(Cl)c2)C(N)=N1	3	-2	95	3	-0.7	3	-3	0	0	-2
Carrying on:
SMILES	ABHD5 PLIN5 PPI	NOD2 RIPK2 PPI	ABCB6 inh MLPCN	SRC2 inh	MC4R barr agon	Glyco luc inh	MC4R antag cAMP	TLR9-MyD88 block	m5-HT2A agonist	Cardio protect
CCOC(=O)CCCCCC(=O)Nc1ccc2c(c1)C(=O)N([C@H](C)CO)C[C@H](C)[C@@H](CN(C)S(C)(=O)=O)OCCCC[C@@H](C)O2	-8	-7	100	-6	-0.5	4	17	-31	-3	-4
COc1ccc(CN2CCOCC2)cc1OC	-2	-16	100	-11	2.3	3	14	-8	-1	6
Cc1nc(NC(=O)CSc2cc(C)c3ccccc3n2)c(Cl)cc1Cl	4	-5	97	-19	-0.1	-8	3	6	2	-6
CCCCSCCCNC(=O)c1ccc(CS(=O)(=O)c2ccc(OC)cc2)o1	-6	7	101	-2	0.1	-2	4	-1	-4	1
CC(C)Cn1c(Br)nc2c1c(=O)n(CCC#N)c(=O)n2C	-5	-8	93	-8	0.4	0	-2	-14	-1	-9
Cc1ccc(C(=O)CCC(=O)Nc2cccnc2)cc1C	-4	-6	93	8	-0.8	1	-5	-4	-2	3
CC1CCCN(c2nc3c(c(=O)n(C)c(=O)n3C)n2CCSc2nc3ccccc3o2)C1 (centres undefined)	-8	-8	96	3	1.2	1	-5	1	2	12
CC(=O)Nc1ccc(OCC(O)CN2C(C)(C)CC(O)CC2(C)C)cc1 (centres undefined)	13	-1	98	8	3.8	2	3	-3	-1	6
Cc1ccc(C2(C)NC(=O)N(CC(=O)NNC(=O)c3cc(C)oc3C)C2=O)cc1 (centres undefined)	4	-1	91	15	-0.8	0	11	5	5	0
CN(C)CCN(Cc1ccccc1)S(=O)(=O)c1csc(C(N)=O)c1	5	8	110	-7	-0.8	0	13	5	-2	5
COc1cc(CN2C(=S)NC(C)(C)CC2(C)O)cc(OC)c1 (centres undefined)	2	-11	99	-19	-0.9	-1	2	4	1	-1
Nc1c(C(=O)c2ccccc2)oc2ccc(Br)cc12	-9	-7	84	-38	3.0	-1	-20	-6	-3	-13
CCCC(NC(=O)COc1cc2c(c3oc(=O)c(C)c(C)c13)CCC(C)(C)O2)C(=O)O (centres undefined)	7	-4	100	1	-0.9	3	7	-6	3	-2
CCOc1ccc(N2C(=O)CC(Sc3nc(-c4cccs4)cc(C(F)(F)F)c3C#N)C2=O)cc1 (centres undefined)	3	-20	133	10	-1.6	-1	5	-4	-5	-6
Cc1ccc(-c2nc3ccc(Cl)cn3c2Cc2cccc(Cl)c2)cc1	-11	1	102	-44	nt	-2	nt	nt	-2	-4
Cc1cc(C)c(NC(=O)CCCN2CCCC2)c(C)c1	0	-4	97	-3	-0.3	-2	-3	2	3	0

These rows are one share of the data (hit frequency here may not be typical).
